# High-throughput results (PubChem)
# RXFP1 ag: activates the human relaxin receptor RXFP1; HEK293T-RXFP1 cAMP TR-FRET, 30 min; response scale: percent of porcine relaxin response, buffer zero; AID 2676; 370,000 tested, 0.3% active; Q9HBX9; Potency, µM (highest dose often 57.5 µM), inactives show at the top dose activation, most hits filed as activators; also: potency is read from the fitted curve at half-maximal effect; % is scaled to controls: 0 for no effect and ±100 for the full control effect; nearly all actives have a fitted effect of over 60% in size; many of its hits are not listed in these tables
#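 HEK293T cells stably expressing RXFP1 were pretreated with the PDE4 inhibitor Ro 20174, exposed to compounds for 30 min at 37C, lysed, and cAMP was read by TR-FRET. Data normalized to buffer (basal) and 29 nM porcine relaxin (100%).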
# D1 agonist: activates the human D1 dopamine receptor; HEK293 T-REx D1 cells, calcium flux, agonist mode; activation, % at 2 µM; 360,000 tested, 1% active; AID 504660; in the data active = activation above about 30%; also: 0% is about no effect
# Target sequence (P21728 whole entry, looked up): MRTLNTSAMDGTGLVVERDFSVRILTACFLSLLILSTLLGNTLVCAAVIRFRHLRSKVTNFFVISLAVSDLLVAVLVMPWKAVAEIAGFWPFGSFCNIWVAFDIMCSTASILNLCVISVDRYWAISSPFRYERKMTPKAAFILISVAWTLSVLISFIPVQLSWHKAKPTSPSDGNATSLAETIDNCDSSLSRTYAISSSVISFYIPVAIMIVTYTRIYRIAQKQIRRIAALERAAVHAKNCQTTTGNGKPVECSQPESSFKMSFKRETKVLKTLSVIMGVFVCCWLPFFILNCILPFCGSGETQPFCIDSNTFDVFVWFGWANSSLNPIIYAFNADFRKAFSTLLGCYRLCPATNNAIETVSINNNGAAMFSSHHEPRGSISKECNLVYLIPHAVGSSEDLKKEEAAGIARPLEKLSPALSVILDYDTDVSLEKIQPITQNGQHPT
#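 Inducible HEK293 T-REx D1 cells, force-coupled to calcium signalling, were plated at 4000 cells/well with tetracycline and held overnight at 30 C. After no-wash calcium dye loading, compound-evoked calcium rise over 180 s flagged agonists.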
# GRP78 ERSR act: inducers of ER stress response in human glioma cells; U87-MG GRP78 promoter luciferase reporter, 16 h; Potency, µM, inactives show top-dose activation, actives largely listed as activators; 420,000 tested, 0.02% active; AID 602332; also: potency is read from the fitted curve at half-maximal effect; series mostly up to about 76 µM; % of control where 0% means no effect; nearly all actives have a fitted effect of over 35% in size
#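 Stably transfected U87-MG glioma cells carrying a GRP78-based luciferase sensor; 16 h compound incubation. Luminescence end-point read 10 min after Bright-Glo addition at room temperature.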
# D1 antag: human D1 dopamine receptor antagonism; P21728; HEK293 TREx D1 cells, calcium flux, dopamine EC80; stronger effect = lower value; activity change, negative = inhibition, % at 10 µM; 360,000 tested, 3.2% active; in the data active = activity change below about -30%; also: % is scaled to controls: 0 for no effect and ±100 for the full control effect
#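 Allosteric or orthosteric antagonism assessed as attenuation of the calcium response to EC80 dopamine, added 180 s after compound, in induced HEK293 Trex D1 cells loaded with no-wash calcium dye.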
# Vif-APOBEC3F blk: Vif-A3F binding inhibition; HeLa A3F-eYFP + Vif (tagged APOBEC3F with the HIV-1 protein that degrades it), YFP fluorescence increase; Potency, µM (series often up to 46.1 µM), inactives show top-dose activity, negative = active; 390,000 tested, 0.2% active; AID 602313; also: potency is read from the fitted curve at half-maximal effect; % of control where 0% means no effect; nearly all actives have a fitted effect of over 65% in size
#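 Fluorescence increase (Ex 488/Em 500-530) after overnight compound treatment at 37 deg C flags inhibition of Vif-driven A3F-eYFP loss in stable HeLa A3F-eYFP/Vif cells seeded overnight beforehand.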
# LDHA inh: blocks human lactate dehydrogenase A; P00338; 480,000 tested, 0.15% active; purified LDHA, NADH/diaphorase-resazurin fluorescence; stronger effect = lower value; activity change, % (values are at about 110 or 230 µM); in the data active = activity change below about -30%; inconclusive = mostly about -25% to -30%;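 also: plate controls were DMSO wells for no effect and wells without enzyme for full effect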
#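 Human LDH5 at 2 nM final in Tris HCl pH 7.4 with 0.06 mM NADH and 0.2 mM pyruvate, reacted 5 minutes at room temperature. Remaining NADH coupled via diaphorase/resazurin; resorufin fluorescence read at 0 and 20 minutes, normalized to enzyme-free and DMSO wells.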
# D1 PAM: potentiators of human D1 dopamine receptor; HEK293 TREx D1 cells, calcium flux, dopamine EC20 potentiation; potentiation, % at 10 µM; 360,000 tested, 0.036% active; AID 504651; in the data active = potentiation above about 30%; also: 0% is about no effect
# Vif-APOBEC3G blk: Vif-A3G binding inhibition; AID 602310; Q9HC16; 410,000 tested, 0.076% active; HeLa A3G-eYFP + Vif (tagged APOBEC3G with the HIV-1 protein that degrades it), YFP fluorescence, overnight; Potency, µM (highest dose often 46.1 µM), without a hit: at the top dose activity, negative = active, usual class: inhibitors;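 also: potency is read from the fitted curve at half-maximal effect; % is scaled to controls: 0 for no effect and ±100 for the full control effect; nearly all actives have a fitted effect of over 60% in size; hits raise eYFP signal because A3G escapes Vif-driven loss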
# Target sequence (Q9HC16 whole entry, looked up): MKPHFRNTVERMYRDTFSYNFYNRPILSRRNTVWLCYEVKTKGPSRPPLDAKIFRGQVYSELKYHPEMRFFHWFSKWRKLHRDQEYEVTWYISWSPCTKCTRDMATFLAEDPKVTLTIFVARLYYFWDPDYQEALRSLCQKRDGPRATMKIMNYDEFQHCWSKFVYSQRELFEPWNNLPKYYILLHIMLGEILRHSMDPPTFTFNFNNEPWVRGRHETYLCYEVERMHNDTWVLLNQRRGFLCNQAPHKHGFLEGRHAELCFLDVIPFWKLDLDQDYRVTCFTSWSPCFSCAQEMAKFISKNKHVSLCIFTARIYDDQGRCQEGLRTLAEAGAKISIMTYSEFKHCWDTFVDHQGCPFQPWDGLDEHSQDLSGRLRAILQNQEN
#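 HeLa cells stably expressing Vif and C-terminally eYFP-tagged A3G, seeded overnight at 37 deg C, then exposed to compound by pintool overnight at 37 deg C. Rise in yellow fluorescence (Ex 488/Em 500-530, Acumen) marks blocked Vif-driven A3G degradation.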
# D2 potentiator: positive allosteric modulators of human D2 dopamine receptor. P14416. HEK293 T-REx D2, calcium flux, EC20 dopamine potentiation. potentiation, % at 10 µM. 340,000 tested, 0.34% active;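 active = potentiation over 3 SD above the plate norm, cut at about 30% in these data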; also: 0% is about no effect
#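 Primary screen. Calcium kinetics in induced HEK293 T-REx D2 cells: compound pre-addition 180 s, EC20 dopamine, 180 s more.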
# * = called active by the depositor; ? = inconclusive; nt = no result given; & = joins results of further samples. Unless noted, calls follow the shape of the dose curve; as a rule, active = well fitted curve in the direction sought with a large enough effect; inconclusive = small, poorly fitted or top-dose-only effect, or another doubt; inactive = no such curve, though single readings can be large; an effect the other way counts as inactive or inconclusive. The list is partial (hit frequency here may not be typical).
SMILES,RXFP1 ag,D1 agonist,GRP78 ERSR act,D1 antag,Vif-APOBEC3F blk,LDHA inh,D1 PAM,Vif-APOBEC3G blk,D2 potentiator
Cc1nnc(SC(C)C(=O)Nc2ccc(S(=O)(=O)N3CCCCC3)cc2)s1 (centres undefined),1.7%,6.0,-4.3%,-10.2,-16.4%,0.6,-7.7,4.5%,-5.0
FC(F)(F)c1cc(C(F)(F)F)c2ccc(N/N=C/c3ccccc3)nc2n1,3.5%,-0.5,-4.7%,-3.1,?,-7.1,-6.2,-5.9%,-3.6
Cc1cccc(N2CCN(CCNC(=O)Nc3ccc(Cl)cc3)CC2)c1C,0.0%,30.1*,1.2%,-33.1*,2.5%,-0.8,-2.9,14.5%,-24.2
CCOC(=O)N1CCC(NC(=O)CCc2c(C)nc3ncnn3c2C)CC1,5.9%,0.4,-4.2%,-17.3,-5.9%,-1.5,-0.1,-0.7%,1.0
COc1ccc(S(=O)(=O)N2CCCN(CC(=O)C(C)(C)C)CC2)cc1,0.0%,nt,-6.2%,nt,-0.7%,0.4,nt,-0.4%,nt
O=C(CSc1nnc(Nc2ccccc2)s1)NC1CCCC1,nt,nt,0.4%,nt,0.9%,-5.9,nt,-5.0%,nt
Cc1ccc(Cl)cc1N1CCN(C(=O)c2ccc(CS(=O)c3ccccc3)o2)CC1 (centres undefined),4.4%,4.6,-5.5%,-5.1,0.9%,4.8,-7.0,-17.6%,-9.4
COC(=O)N/N=C\C=C\c1ccc2c(c1)OCO2,-4.5%,0.7,-1.0%,-17.4,-17.9%,-5.6,0.8,0.0%,9.3
CCN(C(=O)COC(=O)c1ccc2[nH]c3c(c2c1)CCCC3)C1CCS(=O)(=O)C1 (centres undefined),4.5%,5.3,-3.0%,14.9,-19.4%,-2.6,-5.8,-3.7%,-7.3
Cc1ccc(C)c(N(C)C(=O)C2CCN(c3ncnc4c3nc3n4CCCCC3)CC2)c1,10.6%,2.7,0.3%,-4.6,-2.8%,0.2,4.8,3.9%,3.9
CCOC(=O)c1oc2c(C)c(O)ccc2c(=O)c1-c1nncn1-c1ccccc1,0.9%,1.5,-2.2%,4.5,-3.6%,0.1,1.2,1.4%,4.4
CCOc1ccc(Nc2nc(NCc3ccco3)nc(N)c2[N+](=O)[O-])cc1,0.8%,4.6,0.9%,-7.1,2.1%,-4.3,-13.8,1.3%,8.5
COc1cccc(C(=O)Nc2cc(Cl)c(O)c(Cl)c2)c1,3.7%,3.1,0.7%,-8.8,-5.1%,-1.1,-8.2,3.2%,-1.6
CN1CCN(C(=O)C2CCCN(c3ncnc4c3nc3n4CCCCC3)C2)CC1 (centres undefined),16.8%,11.0,4.4%,-18.4,0.3%,-6.3,-1.1,1.8%,1.0
Cc1cccc(-c2noc(-c3ccc(N4CCCC4)c([N+](=O)[O-])c3)n2)c1,?,7.1,-8.4%,-1.7,-2.4%,-2.1,-1.1,-1.2%,0.1
COc1cccc(C(=O)Oc2cc(-c3ccccc3)no2)c1,-1.2%,1.7,-5.3%,7.5,-3.1%,-4.7,-2.0,2.2%,-7.1
COc1cccc(NC(=O)COc2cc(C)cc3oc(=O)cc(C)c23)c1,27.5%,0.2,-1.9%,10.1,0.2%,-7.8&5.5,-4.5,4.8%,6.7
COc1ccc(C(CC(=O)O)NC(=O)c2sc3ccccc3c2Cl)cc1 (centres undefined),?,2.4,0.5%,1.2,0.9%,-10.2,4.0,-10.9%,3.2
O=C(COc1nc2ccccc2nc1N1CCOCC1)NCC(F)(F)F,-1.9%,0.2,-4.0%,3.3,13.2%,0.2&-5.5,3.1,0.6%,0.0
COc1ccc(NC(=O)C(c2cc3c(cc2[N+](=O)[O-])OCO3)N(C)c2ccccc2)cc1 (centres undefined),7.4%,0.8,-4.8%,-0.4,7.3%,-1.3,-7.0,1.1%,-0.2
CCS(=O)(=O)N1CCCC(C(=O)NC2CCCCC2C)C1 (centres undefined),1.4%,1.3,-1.2%,6.3,-20.2%,-10.5,-1.4,6.9%,-4.8
COc1ccc(NC(=O)CSCC(=O)Nc2cc(Cl)ccc2N2CCCC2)cc1,-0.3%,-0.5,-4.4%,13.3,0.8%,1.2,-6.0,-4.0%,2.0
CC(=O)c1cccc(NC(=O)NCCS(C)=O)c1 (centres undefined),2.0%,3.3,-3.7%,-1.2,-10.6%,-0.2,-1.0,0.4%,0.7
COc1ccc(CN(CC2CCC(C(=O)O)CC2)C(=S)Nc2cccc(C)c2)cc1 (centres undefined),4.5%,1.4,-1.3%,-15.6,13.0%,-3.1,8.7,2.8%,8.7
O=C(c1cc(-c2ccc(Br)cc2)nc2ccccc12)N1CCC1,1.4%,-0.3,1.6%,2.3,5.3%,-10.0,-5.9,0.8%,2.7
CC1=CC(c2ccccc2)n2nc(N)nc2N1 (centres undefined),nt,nt,-1.5%,nt,2.7%,-14.3,nt,1.5%,nt
CC(C)(C)NC(=O)NC(=O)CN1C(=O)NC(C)(c2ccccc2)C1=O (centres undefined),0.8%,8.1,-2.2%,7.0,5.7%,-5.1,1.6,-4.1%,12.0
COc1c(OC(C)=O)ccc(/C=C/c2ccc3ccccc3n2)c1[N+](=O)[O-],1.5%,1.4,6.4%,-5.7,-7.2%,-1.2,-1.3,0.4%,-5.3
O=C(Cc1ccc(Cl)cc1)NCC(c1cccs1)S(=O)(=O)c1ccc(F)cc1 (centres undefined),-0.1%,3.0,0.6%,nt,-0.3%,-2.3,5.1,2.1%,-6.6
Cc1nc(SCC(=O)NCc2ccco2)[nH]c(=O)c1C,1.2%,-0.1,1.0%,-18.2,2.4%,0.2,-2.5,-14.3%,-4.6
OCC[C@@H]1C[C@@H](O)[C@H](O)[C@@]2(CCc3ccccc3O2)O1,0.2%,0.8,-3.3%,12.4,0.2%,-2.3,4.3,3.5%,9.4
COc1ccc2[nH]c(C(=O)NCCc3ccccc3)cc2c1,0.7%,0.5,1.3%,2.0,3.3%,9.9,-9.4,0.9%,-7.8
COc1cc(N2C(=O)C=CC2=O)c(OC)cc1Cl,-0.4%,2.5,-14.3%,-22.6,11.8%,-2.2,-6.5,?,6.3
CCCN(CCC)S(=O)(=O)c1cccc(C(=O)N=c2sccn2C)c1,5.9%,15.6,-3.7%,-2.1,2.6%,1.8,-8.9,-1.2%,2.4
COc1ccc(OC)c(NC(=O)C(C)Oc2ccc(Br)cc2)c1 (centres undefined),-0.4%,2.2,-3.4%,-5.5,-2.2%,1.0,-6.2,-5.9%,-1.5
C/C(CC(=O)Nc1ccc2c(c1)OCCO2)=N\NC(=O)c1ccc([N+](=O)[O-])cc1Cl,-1.4%,-1.4,0.3%,3.6,-9.2%,-4.7,3.0,1.5%,25.9
O=C(NCc1cccc(F)c1)c1ccc2nc(N3CCCCC3)sc2c1,1.5%,2.5,0.0%,8.9,0.3%,0.7,-0.7,1.4%,3.1
O=C(c1cnc2n(c1=O)CCS2)N(C1CCCCC1)C1CCCCC1,0.1%,0.2,-5.3%,13.9,2.0%,-1.3,-1.9,0.0%,nt
COc1ccc(C(=O)CCC(=O)Nc2ccc(Cl)cc2)cc1,3.0%,5.5,-1.4%,-13.5,-9.9%,-1.4,0.9,-0.5%,3.8
Cc1ccc(NC(=O)CN(C)C(=O)/C=C/c2cccc(F)c2)cc1,-0.1%,1.1,3.4%,-13.3,2.2%,-4.0,4.0,2.9%,-10.1
COc1ccccc1C1=Nn2c(nnc2C2CCCCC2)SC1,-0.1%,2.6,-8.7%,-7.0,-4.2%,1.5,5.3,4.1%,11.5
COC(=O)C1(C)NC(c2cccc(C)c2)C2C(=O)N(c3ccccc3)C(=O)C21 (centres undefined),nt,nt,-4.4%,nt,-6.7%,-8.7,nt,-0.2%,nt
COc1ccc(N2CCN(C(=O)C3Cc4ccccc4CN3C(=O)c3ccco3)CC2)cc1 (centres undefined),-0.5%,2.8,-4.9%,15.2,1.1%,5.4,nt,1.6%,9.9
COc1ccc(C(C)=O)cc1CON=C1CSCc2ccccc21,nt,nt,1.2%,nt,-2.5%,4.4,nt,1.4%,nt
CCCn1c(C)cc(/C=C(\C#N)C(=O)OCC(=O)NC(=O)NCC)c1C,-1.8%,0.2,-2.0%,-4.2,0.4%,-3.1,-4.1,-3.6%,-0.6
Cc1cc(NS(=O)(=O)c2ccc(NC(=O)c3cc(-c4ccccc4Cl)nc4ccccc34)cc2)no1,-0.6%,-0.3,-2.4%,16.1,2.6%,-9.4,-1.2,-11.5%,12.3
NC(=O)C1CCN(C(=O)c2cn(-c3ccccc3)nc2-c2cccnc2)CC1,0.2%,1.3,-1.0%,-9.0,?,-2.7,-4.5,0.1%,2.1
Cc1csc(NC(=O)c2ccc(OCC3CCCO3)cc2)n1 (centres undefined),3.2%,13.5,-14.7%,-59.0*,2.1%,0.3,-7.0,3.6%,2.3
